LYP inhibition = PTPN22 lymphoid phosphatase activity blockers – biochemical, fluorescence intensity, uHTS (AID 1779). recombinant LYP phosphatase, fluorescence intensity; higher % means a stronger effect. inhibition, % at 11.5 µM; hits with a dose series show IC50 in µM. 290,000 compounds, 0.054% hits; in the data active means inhibition above about 50%;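 further: plate controls were vehicle with enzyme for no effect and no enzyme for full effect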
NS5 inhibitors = flavivirus cap methylation enzyme inhibition – biochemical, confirmation dose response, primary screen (AID 588689); inhibition, % at 25 µM; hits with a dose series show IC50 in µM; 340,000 compounds, 0.3% hits; Dengue-2 NS5 methyltransferase capping enzyme assay, biochemical; higher % means a stronger effect; in the data active means a potency from the dose series; inconclusive means inhibition above about 29% without an active follow-up result
WT yeast gro inh = growth inhibition of WT yeast, mitochondrial fusion screen | mitochondrial fusion phenotypic screen, WT strain | inhibition, % at 10 µM | 190,000 compounds, 2.1% hits | AID 1362; in the data active means inhibition above about 58%; tested in S. cerevisiae
NTR1 ag = NTR1-driven beta-arrestin-GFP spot formation – imaging, U2OS cells, high content, primary screen (AID 493036) | 330,000 compounds, 0.17% hits | P30989 | agonist mode | activation, % at 20 µM;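 active means activation at or above 40% of the spot to cytoplasm intensity ratio, with at least 20 cells analyzed; inconclusive means wells under 20 cells, flagged as cytotoxic or low count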;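 further: 0% = DMSO without peptide and 100% = 100 nM NTR1 peptide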
Target sequence (P30989 whole entry, looked up): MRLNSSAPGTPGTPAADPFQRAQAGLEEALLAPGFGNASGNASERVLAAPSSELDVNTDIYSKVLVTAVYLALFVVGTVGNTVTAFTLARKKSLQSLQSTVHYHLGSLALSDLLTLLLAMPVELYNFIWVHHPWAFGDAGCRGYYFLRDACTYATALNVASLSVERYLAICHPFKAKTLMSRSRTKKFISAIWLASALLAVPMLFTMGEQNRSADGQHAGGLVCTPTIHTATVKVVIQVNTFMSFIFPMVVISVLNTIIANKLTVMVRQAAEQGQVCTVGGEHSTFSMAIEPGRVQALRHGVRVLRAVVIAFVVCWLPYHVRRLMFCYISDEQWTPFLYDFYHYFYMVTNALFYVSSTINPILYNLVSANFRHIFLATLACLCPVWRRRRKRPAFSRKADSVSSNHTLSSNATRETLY
AID2073 = inhibitors of Mint1-CaV2.2 protein interaction, biochemical, HTRF (AID 2073); HTRF protein-protein interaction, Mint1-CaV2.2; higher % means a stronger effect; inhibition, % at 20 µM; hits with a dose series show IC50 in µM; 290,000 compounds, 0.19% hits; in the data active means inhibition mostly above about 51%, no sharp cut-off; inconclusive means no clear call, values can overlap the other calls; inactive means mostly below about 53%; further: some results filed as inactive read as strong as hits
GPR35 antagonists = GPR35 antagonists blocking zaprinast-driven arrestin recruitment, primary screen, imaging, U2OS, beta-arrestin-GFP, zaprinast agonist (AID 2058). U2OS GPR35 beta-arrestin-GFP translocation imaging, zaprinast antagonism; higher % means a stronger effect. inhibition, % at 10 µM; hits with a dose series show IC50 in µM. 290,000 compounds, 0.052% hits;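 active means inhibition of at least 50% with at least 30 cells and total cytoplasm GFP at most 10,000,000; inconclusive means under 30 cells or total GFP of 10,000,000 plus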
Autophagy mod = alters autophagy in cells | MEF GFP-LC3 puncta imaging; test concentration mostly 10 µM | calls only at 10 µM (by protocol) | 190,000 compounds, 0.98% hits | AID 463193;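 active means percentage of spot-positive cells more than 3 SD above its plate mean, without a fluorescence outlier flag or 80% toxicity; inconclusive means no clear call, values can overlap the other calls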;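 further: spot-positive cell cutoff set from DMSO-treated cells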
UTI89 phage lysis = protection from phage-mediated lysis, alamar blue read-out – E. coli UTI89, K1F phage, bacterial capsule biogenesis inhibitors (AID 488966). E. coli UTI89 K1F phage lysis, alamar blue, 2 h; higher % means a stronger effect. one-dose inhibition, % at 100 µM; IC50 in µM for titrated hits. 340,000 compounds, 0.02% hits;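 active means phage lysis inhibition, versus mean bacterial control, above a set limit; inconclusive means no clear call, values can overlap the other calls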;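 further: capsule biogenesis inhibitors block K1F phage lysis so surviving cells raise fluorescence; higher fluorescence means more inhibition of phage lysis; actives were called in the ten point dose series up to 300 µM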
RSV antiviral HEp-2 = RSV antiviral activity via CPE protection, HEp-2 cells, primary 10 µM value included (AID 2391); HEp-2 cells, RSV-induced CPE inhibition; higher % means a stronger effect; CPE inhibition, % at 10 µM; hits with a dose series show IC50 in µM; 310,000 compounds, 0.13% hits; in the data active means a potency from the dose series; inconclusive means CPE inhibition mostly from about 23% at the one dose, without a potency; inactive means the rest, 99 in 100 with CPE inhibition below about 21%; further: strong numbers were not always called active
WT yeast gro inh mutant strain = recorded beside WT yeast gro inh, whose call it bears; inhibition, %; mitochondrial fusion phenotypic screen, mutant strain inhibition
Autophagy mod cell loss 18 h = also measured in Autophagy mod; calls as there; toxicity, %; measured here: cell loss, nuclei count;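 cell loss after 18 h compound exposure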
NTR1 ag cell count 20 µM = further read-out of NTR1 ag, marked with its call; cell count; measured here: cell count, cytotoxicity flag
Active calls of the source: *; i = inactive; u = inconclusive; x = no result given; [ ] = remark or other dose.

SMILES	LYP inhibition	NS5 inhibitors	WT yeast gro inh	WT yeast gro inh mutant strain	NTR1 ag	NTR1 ag cell count 20 µM	AID2073	GPR35 antagonists	Autophagy mod	Autophagy mod cell loss 18 h	UTI89 phage lysis	RSV antiviral HEp-2
COc1ccc2nc(Nc3nc(-c4cc5ccccc5oc4=O)cs3)sc2c1	-1%	12%	9	-20	10	57	17%	-11%	i	-11	1.8%	3.5%
O=c1cc(N=Nc2ccc(Cl)cc2)[nH]c(=O)[nH]1	-10%	44%	x	x	x	x	-22%	52%*	x	x	-0.1%	-3.7%
CCOC(=O)N1CCN(C(=O)c2ccccc2NC(=O)COc2ccccc2C)CC1	-12%	-3%	6	-6	1.9	68	0%	1%	i	15	-0.4%	1.1%
CSc1nnc(SCC(=O)N(C)c2c(N)n(Cc3ccccc3)c(=O)[nH]c2=O)s1	x	-4%	x	x	-1.0	52	x	x	x	x	1.0%[50 µM]	-2.2%
COc1cc(OC)c(NS(=O)(=O)c2c(C(=O)N3CCCCC3)c(C)n(C)c2C)cc1Cl	-8%	-5%	x	x	0.0	42	-9%	1%	x	x	0.3%	4.6%
CCCCNC(=O)CCn1c(=O)c2cccn2c2ccc(F)cc21	-5%	-6%	x	x	0.2	104	12%	-6%	x	x	-0.9%[50 µM]	2.8%
Cc1ccc(S(=O)(=O)N2CCOCC2)cc1C(=O)OC(C)C(=O)c1ccccc1 (stereo not given)	x	-2%	x	x	2.2	66	x	x	x	x	0.5%[50 µM]	-0.7%
COc1ccc(OC)c(/C=N/NC(=O)c2ccc3nc[nH]c3c2)c1	-6%	-2%	x	x	-0.2	52	10%	20%	x	x	-0.1%	1.9%
COC(=O)C1CC(=O)N(c2ccc(OCc3ccccc3Cl)cc2)C1 (stereo not given)	-6%	-2%	x	x	1.5	67	19%	-5%	x	x	1.1%	5.6%
CCn1c(=S)sc2c(=O)n(CC(=O)Nc3ccccc3OC)c(C)nc21	-3%	0%	x	x	4.0	63	13%	-8%	x	x	0.4%	1.0%

Looked up by structure from the list above:
SMILES	LYP inhibition	NS5 inhibitors	WT yeast gro inh	WT yeast gro inh mutant strain	NTR1 ag	NTR1 ag cell count 20 µM	AID2073	GPR35 antagonists	Autophagy mod	Autophagy mod cell loss 18 h	UTI89 phage lysis	RSV antiviral HEp-2
O=c1cc(N=Nc2ccc(Cl)cc2)[nH]c(=O)[nH]1	-10%	44%	x	x	x	x	-22%	52%*	x	x	-0.1%	-3.7%
CCCCNC(=O)CCn1c(=O)c2cccn2c2ccc(F)cc21	-5%	-6%	x	x	0.2	104	12%	-6%	x	x	-0.9%[50 µM]	2.8%
Cc1ccc(S(=O)(=O)N2CCOCC2)cc1C(=O)OC(C)C(=O)c1ccccc1 (stereo not given)	x	-2%	x	x	2.2	66	x	x	x	x	0.5%[50 µM]	-0.7%

(listing goes on)
SMILES	LYP inhibition	NS5 inhibitors	WT yeast gro inh	WT yeast gro inh mutant strain	NTR1 ag	NTR1 ag cell count 20 µM	AID2073	GPR35 antagonists	Autophagy mod	Autophagy mod cell loss 18 h	UTI89 phage lysis	RSV antiviral HEp-2
COc1ccc(NC(=O)Cn2nnc(C(=O)Nc3ccc(F)c(Cl)c3)c2N)cc1	-13%	-4%	x	x	0.4	51	43%	-14%	x	x	0.5%	1.4%
CCCCc1cc(=O)oc2cc(C)cc(OCC(=O)NCc3ccncc3)c12	-14%	5%	x	x	0.1	47	17%	11%	x	x	-0.3%	u
NC(=O)CSc1nccn1Cc1ccc2c(c1)OCO2	-2%	0%	-8	-3	-0.7	78	-4%	7%	i	0	-0.3%	-0.3%
O=C(CCNC(=O)c1ccco1)Nc1ccc(Cl)cc1	0%	-1%	2	-6	0.7	72	19%	-4%	i	7	0.9%	3.0%
COc1ccc(C2(C)NC(=O)N(CC(=O)c3ccc4c(c3)OCO4)C2=O)cc1 (stereo not given)	-11%	-2%	x	x	-0.1	79	-1%	-16%	x	x	1.8%[50 µM]	1.3%
CC(Cc1ccccc1)C(=O)NCCO (stereo not given)	-7%	-3%	-7	-13	4.2	52	-1%	4%	i	5	-0.6%	2.6%
COc1ccccc1NC(=O)c1ccc(CSc2ncccn2)cc1	-3%	x	7	-5	0.5	48	1%	6%	i	-13	x	u
CC(C)c1ccccc1OCCNS(C)(=O)=O	-4%	-5%	11	4	-1.3	44	0%	-8%	i	8	1.1%	2.1%
COc1ccc(CCNCC(O)COc2cccc(Br)c2)cc1OC (stereo not given)	0%	-9%	x	x	1.0	75	7%	-8%	x	x	0.1%	-1.7%
O=C(Nc1ccc(N2CCN(C(=O)c3ccco3)CC2)c(Cl)c1)c1cccs1	-1%	3%	35	11	7.5	59	6%	-13%	i	-10	0.2%	22%
CCCc1c(O)nc(SCC(=O)N2CCCCC2)[nH]c1=O	-1%	-1%	x	x	1.6	64	9%	-5%	x	x	0.1%	0.5%
COCCN(C(=O)CSc1n[nH]c(-c2ccccc2)n1)c1c(N)n(Cc2ccccc2)c(=O)[nH]c1=O	x	-1%	x	x	0.8	72	x	x	x	x	0.2%[50 µM]	1.1%
S=C(NCc1ccccc1)NCC1COc2ccccc2O1 (stereo not given)	3%	-8%	26	2	0.9	66	-7%	-14%	i	8	0.6%	-2.1%
COc1ccc(N2CCN(CCCNC(=O)C(=O)c3c(C)n(C)c4ccccc34)CC2)cc1	-12%	2%	x	x	0.4	83	1%	-4%	x	x	0.6%	-3.4%
CCN(C(=O)Nc1cccc(Cl)c1)c1ccccc1	-5%	8%	x	x	-0.6	52	0%	3%	x	x	0.6%	8.4%
Cc1ccc(C(=O)Nc2ncc(Cc3ccc(F)cc3)s2)o1	-1%	-2%	14	11	5.0	87	2%	-2%	i	49	-0.1%	-1.5%
O=C(NCC(=O)N(c1ccc(F)cc1)C(C(=O)NC1CCCC1)c1cccnc1)c1ccco1 (stereo not given)	-10%	-3%	x	x	5.9	55	-4%	9%	x	x	-0.3%	0.1%
Cc1ccccc1C(=O)Nc1ccc(N(C)C)c2ccccc12	-5%	7%	x	x	-0.3	40	3%	3%	x	x	-1.8%	1.3%
Cc1ccc(S(=O)(=O)CCc2ccncc2)cc1	-7%	-8%	x	x	1.8	52	10%	-3%	x	x	0.7%[50 µM]	0.4%
O=C(Nc1nnc(-c2ccc(F)cc2)o1)c1cccc([N+](=O)[O-])c1	0%	7%	76*	75*	-1.4	89	19%	-16%	i	20	-0.1%	-1.1%
COc1ccc(-n2c(C)n[nH]c2=O)cc1	-8%	0%	-7	-20	-1.5	79	0%	-7%	i	13	0.6%	2.1%
Nc1ccc2oc(-c3ccccn3)nc2c1	1%	0%	11	11	-0.9	66	24%	2%	i	2	2.2%	0.0%
CC(=O)c1ccc(NC(=S)N2CCCC(CO)C2)cc1 (stereo not given)	-4%	0%	-3	8	-0.4	72	-29%	-7%	i	8	0.5%[50 µM]	1.3%
O=C1c2ccccc2C(=O)c2c(NCCCN(CCO)CCO)cccc21	-2%	x	23	18	0.1	82	-19%	-1%	i	-6	x	x
CCOc1ccc(NC(=O)CCCc2cc(-c3ccc(OCC)cc3)on2)cc1	-9%	4%	1	16	-0.9	74	11%	-4%	i	-2	2.8%	1.7%
COc1ccc(N2CCN(C(=O)CCNC(=O)Cn3ccc4ccccc4c3=O)CC2)cc1	-6%	-8%	9	-6	-0.1	55	-10%	10%	i	9	0.3%	2.0%
CC1(C)C2CCC1(C)C(OC(=O)C[n+]1ccccc1)C2 (stereo not given)	-6%	-8%	x	x	-1.8	56	2%	0%	x	x	0.1%	-1.1%
Cc1ccccc1C(=O)c1c[nH]c(C(=O)NCCCn2ccnc2)c1	-3%	0%	26	22	-1.6	39	-3%	-5%	i	2	0.1%	0.4%
Cc1ccc(NC(=O)CCSc2nnc(-c3ccco3)o2)cc1	-4%	-11%	5	9	0.3	80	3%	-5%	i	9	0.0%	7.8%
COc1cccc(CNC(=O)CCC2CCCN(C(=O)C3=CC(=O)CC(C)(C)O3)C2)c1 (stereo not given)	-10%	-10%	8	0	1.1	81	1%	8%	i	-1	0.3%	-0.8%
CN(C)c1ccc(/C=[N+](\[O-])C2SC(=S)N(C)C2(C)C)cc1 (stereo not given)	-8%	-2%	0	16	1.4	60	1%	-5%	i	14	2.6%	1.8%
CCOC(=O)c1ccc(NC(=O)c2c(NC(=O)CCC(=O)O)sc3c2CCCCC3)cc1	3%	x	6	2	6.0	26	63%	16%	i	11	x	3.0%
O=C(Cc1cccc2ccccc12)Nc1ccccc1C(=O)O	-3%	7%	3	19	-1.0	70	2%	-6%	i	-7	-0.1%	24µM*
Cc1ccc(S(=O)(=O)Nc2cc(=O)[nH]c3c2CCC3)cc1	0%	x	x	x	1.7	52	4%	11%	x	x	-0.8%	0.3%
Cc1occc1C(=O)Nc1ccc([N+](=O)[O-])cc1Br	-5%	3%	x	x	0.2	75	-3%	-3%	x	x	0.1%	14%
COc1ccc(-n2nc3c(c2NC(=O)CCCCl)CSC3)cc1	-1%	-11%	x	x	-0.2	56	13%	8%	x	x	0.3%	0.1%
CC(=O)N1CCOc2ccc(S(=O)(=O)N3CCCC(C)C3)cc21 (stereo not given)	-5%	-6%	x	x	-1.0	50	1%	4%	x	x	0.2%	3.0%
NC(=O)c1c(NC(=O)c2ccncc2)sc2c1CCCC2	-8%	-6%	-5	-7	2.8	43	9%	-23%	i	3	0.5%	3.1%
O=C(NCc1ccccn1)/C(=N/O)c1ccccc1	-4%	-5%	21	18	-0.4	43	1%	13%	i	18	0.4%	0.6%
CCC(=O)NC(c1cccs1)c1ccc2cccnc2c1O (stereo not given)	-9%	-7%	-2	-8	4.8	30	12%	4%	i	8	1.9%	1.8%
CCCCN(CCCC)S(=O)(=O)c1ccc(C(=O)Nc2nnc(CSC)o2)cc1	-1%	-2%	4	11	0.2	62	1%	7%	i	27	-2.5%	0.3%
COCCNC(=O)c1onc(CSc2nc3ccccc3[nH]2)c1C(=O)NCCOC	-9%	-5%	x	x	3.5	101	-6%	-4%	x	x	2.0%	2.5%
Cc1nc2ccc(Br)cc2c2c1CC(CBr)O2 (stereo not given)	-9%	-5%	x	x	0.2	56	32%	-14%	x	x	0.8%	2.7%
CN(C)CCNc1oc(COc2cccc(Cl)c2)nc1C#N	-12%	-1%	17	15	-0.4	53	0%	-6%	i	12	4.0%	-0.5%
O=C(O)c1ccc(-c2nc(-c3cccc(C(F)(F)F)c3)cs2)cc1	-3%	6%	8	19	x	x	28%	-8%	i	12	-0.1%	x
COC(=O)C1c2ccccc2-c2ccccc21	-7%	-6%	14	4	1.5	103	10%	-9%	i	0	-0.3%	x
COc1ccc(-c2csc(N(Cc3ccccc3)C(=O)COc3ccc(Cl)cc3)n2)cc1	-4%	-6%	-17	-27	6.9	57	2%	-5%	i	0	0.2%	2.1%
O=C(CCN1C(=O)C2CCCCC2C1=O)Nc1cc(F)ccc1F (stereo not given)	-2%	-5%	x	x	1.1	52	5%	-1%	x	x	0.1%	2.9%

Source: PubChem
